# Vif-APOBEC3G blk: qHTS for Inhibitors of Vif-A3G Interactions: qHTS. DNA dC->dU-editing enzyme APOBEC-3G (Homo sapiens), Q9HC16. HeLa A3G-eYFP + Vif (tagged APOBEC3G with the HIV-1 protein that degrades it), YFP fluorescence, overnight. Potency, µM (titrated, usually from 46.1 µM), without a hit: at the top dose activity, negative = active, usual class: inhibitors. 410,000 compounds, 0.076% hits. AID 602310, 2012;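 note: nearly all actives have a fitted effect of over 60% in size; hits raise eYFP signal because A3G escapes Vif-driven loss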
# Target sequence (Q9HC16 whole entry, looked up): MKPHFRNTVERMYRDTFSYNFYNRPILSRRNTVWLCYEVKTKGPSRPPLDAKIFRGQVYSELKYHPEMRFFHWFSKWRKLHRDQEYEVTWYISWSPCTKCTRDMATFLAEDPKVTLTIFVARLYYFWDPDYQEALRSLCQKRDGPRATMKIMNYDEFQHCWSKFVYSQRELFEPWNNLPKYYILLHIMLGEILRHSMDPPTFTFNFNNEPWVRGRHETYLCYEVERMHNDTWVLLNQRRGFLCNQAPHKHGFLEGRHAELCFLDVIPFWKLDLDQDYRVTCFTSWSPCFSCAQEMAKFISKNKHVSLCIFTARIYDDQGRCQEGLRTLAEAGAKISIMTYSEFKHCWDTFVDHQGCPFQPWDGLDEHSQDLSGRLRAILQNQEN
#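 Read-out is eYFP fluorescence (Ex 488/Em 500-530) from Vif-expressing HeLa A3G-eYFP cells; more signal means A3G escaped Vif-mediated degradation. Cells plated overnight, compound pinned in, incubated overnight at 37 deg C.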
# RGS4 inh: Inhibitors of Regulator of G Protein Signaling (RGS) 4: qHTS; Regulator of G-protein signaling 4 (Homo sapiens), P49798; 390,000 compounds, 0.039% hits; Transcreener GDP fluorescence polarization, RGS4-accelerated GTP hydrolysis; Potency, µM (top dose mostly 114 µM), inactives show at the highest dose activity change, negative = inhibition, hits mostly inhibitors; note: nearly all actives have a fitted effect of over 75% in size; some results filed as inactive show a strong effect at the top dose
# Target sequence (P49798 whole entry, looked up): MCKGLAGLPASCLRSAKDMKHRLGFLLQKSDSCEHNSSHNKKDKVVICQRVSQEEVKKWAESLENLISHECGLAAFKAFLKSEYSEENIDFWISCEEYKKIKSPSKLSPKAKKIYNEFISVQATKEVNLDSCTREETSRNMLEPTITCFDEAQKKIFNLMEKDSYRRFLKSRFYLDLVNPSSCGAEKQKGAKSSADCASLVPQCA
#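 MLSMR compounds (23 nl, pin-transferred) preincubated 10 min at room temperature with a 500nM (2x) first reagent, then RGS4 at 900nM (2x) plus Transcreener GDP mix added; fluorescence polarization (620/688 nm) read before and after 90 min at 30 °C.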
# TrxR1 substrate: qHTS Assay for Substrates of Mammalian Selenoprotein Thioredoxin Reductase 1 (TrxR1): qHTS. Thioredoxin reductase 1, cytoplasmic (Rattus norvegicus), O89049. purified TrxR1 substrate turnover, NADPH consumption readout. Potency, µM (series often up to 114 µM), for the others: top-dose activity change, negative = substrate turnover. 390,000 compounds, 0.01% hits. AID 588456, 2011; note: nearly all actives have a fitted effect of over 50% in size
# Target sequence (O89049 whole entry, looked up): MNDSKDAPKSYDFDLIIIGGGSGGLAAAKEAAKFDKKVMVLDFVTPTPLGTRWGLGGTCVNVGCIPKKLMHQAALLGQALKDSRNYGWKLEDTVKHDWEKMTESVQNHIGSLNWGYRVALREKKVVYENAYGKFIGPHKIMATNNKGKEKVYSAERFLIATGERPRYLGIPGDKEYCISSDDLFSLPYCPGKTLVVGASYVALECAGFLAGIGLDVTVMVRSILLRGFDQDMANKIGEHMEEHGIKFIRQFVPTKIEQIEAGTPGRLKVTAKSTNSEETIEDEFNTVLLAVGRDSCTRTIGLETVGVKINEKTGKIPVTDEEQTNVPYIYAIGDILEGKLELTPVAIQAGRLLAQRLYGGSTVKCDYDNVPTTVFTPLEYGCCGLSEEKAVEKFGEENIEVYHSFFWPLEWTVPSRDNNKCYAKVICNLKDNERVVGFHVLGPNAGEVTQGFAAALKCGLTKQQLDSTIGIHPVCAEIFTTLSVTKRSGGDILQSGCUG
#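 Rat TrxR1, dispensed at 90 nM, was prereduced with 400 uM NADPH (final) for 5 min at ~22 deg C, then incubated with compound 15 min before 400 uM selenite. A first-read NADPH fluorescence drop versus no-compound background flagged substrates.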
# rTrxR1 inhibitor: qHTS Assay for Inhibitors of Mammalian Selenoprotein Thioredoxin Reductase 1 (TrxR1): qHTS. recombinant rTrxR1, NADPH fluorescence consumption, selenite substrate. Potency, µM (highest dose often 114 µM), inactives show top-dose activity change, negative = inhibition, hits mostly inhibitors. 390,000 compounds, 1% hits. AID 588453, 2011; note: nearly all actives have a fitted effect of over 65% in size
#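 Rat TrxR1 (90 nM in the dispensed reagent) was pre-reduced with 400 uM NADPH for 5 min at room temperature, then incubated with compound for 15 min. After 400 uM selenite was added, NADPH fluorescence (Ex 340/Em 450 nm) was followed for 8 min.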
# An asterisk follows results filed as active; u = inconclusive; x = not tested or not shown; & = joins results of further samples; [ ] = remark or other dose. Calls come from the whole dose curve; as a rule, active = well fitted curve in the direction sought with a large enough effect; inconclusive = small, poorly fitted or top-dose-only effect, or another doubt; inactive = no such curve, though single readings can be large; an effect the other way counts as inactive or inconclusive. % is set by controls: 0 for no effect and ±100 for the full control effect; potency is the fitted concentration of half-maximal effect. The list is partial. The share of hits here may be higher or lower than overall.
Vif-APOBEC3G blk | RGS4 inh | TrxR1 substrate | structure | rTrxR1 inhibitor
x | 16.6% | -0.2% | O=S(=O)(c1cnc2ccccc2c1)N1CCN(c2nc(-c3cccs3)nc3ccccc23)CC1 | 10.8%
x | u | 9.1%[57.1 µM] | Nc1ncnc2c1c(I)cn2[C@@H]1C[C@H](N)[C@@H](O)[C@H]1O | 15.3%[57.1 µM]
x | 21.6% | -0.8% | CCCN1CNc2c(c(=O)[nH]c(=S)n2CCc2ccc(Cl)cc2)C1 | 9.1%
x | u | 206.7%[activator] | Cc1ccc(-c2nc3ccccn3c2Nc2ccc(F)cc2)o1 | 4.7%
x | 13.3%&18.8% | 7.4%&18.6% | O=S(=O)(c1ccc2c(c1)OCCO2)N1CCN(c2nc(-c3cccs3)nc3ccccc23)CC1 | 23.1%&26.7%
x | u | 23.7%[57.1 µM] | CCOC(=O)C1=C(C)NC(C)=C(C(=O)OCC)C1c1c(F)c(F)c(F)c(F)c1F | u
x | 11.4% | 11.1% | Cc1ccc(S(=O)(=O)N2CCN(c3nc(-c4cncn4C)nc4ccccc34)CC2)cc1 | 7.1%
x | u | 5.4%[57.1 µM] | CCCCC/C=C\CC(O)/C=C/c1cccc(CC(O)CCCCO)n1 (configuration not stated) | u
x | 8.8% | -2.5% | CCCN1CNc2c(c(=O)[nH]c(=S)n2CCc2cccs2)C1 | -0.1%
x | 12.1% | -4.2% | CCCN1CNc2c(c(=O)[nH]c(=S)n2CCc2ccc(Cl)c(Cl)c2)C1 | 0.7%
x | 6.2% | 0.9% | CCCN1CNc2c(c(=O)[nH]c(=S)n2CCc2cccc(OC)c2)C1 | 6.7%
x | -15.5% | 4.6% | CCc1ccccc1NNC(=O)c1sccc1Cl | -15.1%
x | -1.9% | 0.0% | O=S(=O)(c1ccc2c(c1)OCO2)N1CCN(c2nc(-c3cccs3)nc3ccccc23)CC1 | -5.8%
x | -3.9% | -7.4% | COC(=O)c1nc(N2CCN(S(=O)(=O)c3ccc(C)cc3)CC2)c2ccccc2n1 | u
x | -8.6% | 9.1% | O=S(=O)(c1nccs1)N1CCN(c2nc(-c3cccs3)nc3ccccc23)CC1 | 18.1%
x | 2.4%[56.9 µM] | 8.8%[57.1 µM] | CC1=C(CC(=O)O)c2cc(F)ccc2/C1=C\c1ccc(S(C)(=O)=O)cc1 | 14.9%[57.1 µM]
x | -44.8% | 20.8% | Cc1ccn2c(NC3CCCCC3)c(-c3ccc(C)o3)nc2c1 | -14.2%
x | 6.6% | -5.2% | COc1ccc2c(c1)c1nnc(SCCN3CCOCC3)nc1n2C | -6.0%
x | 21.7%[56.9 µM] | 5.5%[57.1 µM] | NC(CCCP(=O)(O)O)C(=O)O (configuration not stated) | 7.9%[57.1 µM]
x | 5.4% | 11.6% | CCN(CC)S(=O)(=O)c1ccc(NC(=O)CSc2nnc3c(n2)[nH]c2ccccc23)cc1 | -2.6%
x | 11.1%[56.9 µM] | 7.3%[57.1 µM] | Clc1ccc(N2CCN(Cc3cc4ccccn4n3)CC2)cc1 | 4.4%[57.1 µM]
x | 5.8% | -1.1% | CCCN1CNc2c(c(=O)[nH]c(=O)n2CCc2ccc(OC)c(OC)c2)C1 | 8.4%
x | -7.5%[56.9 µM] | 5.5%[57.1 µM] | Fc1ccc(CN(C2=NCCN2)c2c(Cl)cccc2Cl)cc1 | 12.7%[57.1 µM]
x | -15.2%[56.9 µM] | u | CCc1ccc(/C=C2/SC(=S)NC2=O)cc1 | u
x | 17.7%[56.9 µM] | 1.6%[57.1 µM] | NC1(C(=O)O)CCCCC1 | 4.6%[57.1 µM]
x | 3.1% | -5.6% | CCCN1CNc2c(c(=O)[nH]c(=S)n2CCc2cc(OC)ccc2OC)C1 | -7.4%
x | -42.2% | 3.0% | COc1ccc(CN(Cc2ccccc2)C(=O)c2ccco2)cc1COc1ccc(NC(C)=O)cc1 | u
x | 5.3%[80.7 µM] | -4.1%[80.7 µM] | O=S(=O)(c1ccc(Cl)cc1)N1CCN(c2nc(Nc3cc(Cl)ccc3O)nc3ccccc23)CC1 | 11.9%[80.7 µM]
x | 29.2% | -2.9% | O=S(=O)(c1ccc2c(Cl)cccc2c1)N1CCN(c2nc(-c3cccs3)nc3ccccc23)CC1 | 3.3%
x | 5.0%[56.9 µM] | -10.3%[57.1 µM] | C=CC(C)=C[C@@]1(C)SC(=O)C(C)=C1O | 23.3%[57.1 µM]

Vif-APOBEC3G blk | RGS4 inh | TrxR1 substrate | structure | rTrxR1 inhibitor
x | 16.8% | -2.2% | CCCN1CNc2c(c(=O)[nH]c(=S)n2CCc2cccc(OC)c2OC)C1 | -0.4%
x | 2.67µM* | 16.8%[57.1 µM] | C=CC(=O)c1ccc(CCCCCC)cc1 | 12.6µM*
x | 29.7% | 2.8% | CCOc1ccc(S(=O)(=O)N2CCN(c3nc(-c4ccccc4)nc4ccccc34)CC2)cc1 | 30.5%
x | 6.1% | 3.8% | O=C(NNc1ccccc1C(F)(F)F)c1sccc1Cl | 10.3%
x | -37.3% | 13.2% | Cc1ccc2nc(-c3ccc(C)o3)c(Nc3ccc(F)cc3)n2c1 | u
x | -9.4%[56.9 µM] | -0.9%[57.1 µM] | O=C(O)c1cc2cc(Cc3cccnc3)ccc2o1 | -6.2%[57.1 µM]
x | -3.1% | 2.6% | CCCN1CNc2c(c(=O)[nH]c(=S)n2CCCc2ccccc2)C1 | -7.1%
x | 17.2% | 1.8% | NCCCN(Cc1ccc(Cl)c(Cl)c1)c1ccc(Br)cn1 | -2.5%
x | 3.1% | 5.4% | Cc1ccccc1Nc1c(-c2ccc(Cl)s2)nc2ccccn12 | -7.8%
-9.4% | x | -8.5%[0.0914 µM] | CN(C)c1ccc(/C=C2\C=Cc3ccccc32)c(F)c1 | -25.6%
-7.5% | x | 3.4% | CCNc1nc(NCc2ccco2)c2ccccc2n1 | 15.6%
-1.8% | x | 4.1% | O=C(CN(CCc1c[nH]c2ccccc12)S(=O)(=O)c1ccccc1)N1CCCCCC1 | 29.3%
9.4% | x | -8.2% | C(=C\c1ccnc2ccccc12)/c1ccc(N2CCOCC2)cc1 | -11.3%
-3.2% | x | -4.5%[0.457 µM] | COCCOC(=O)N1CCN(/[N+]([O-])=N/Oc2ccc([N+](=O)[O-])cc2[N+](=O)[O-])CC1 | 8.91µM*
1.7% | x | -5.1% | COc1cc(OC)c(/C=C/c2ccccn2)c(OC)c1 | 1.5%
-4.7% | x | -4.0%[0.0914 µM] | CC(=O)Nc1ccc(/C=C2\C=C(C(O)c3ccc(NC(C)=O)cc3)c3ccccc32)cc1 (configuration not stated) | -6.2%
4.3% | x | -15.0% | Fc1ccc(/C=C/c2ccc3ccccc3n2)cc1 | u
-0.8% | x | 8.4% | C=C1C=C(C(F)F)n2ncc(C(=O)NCc3ccc(OC)c(OC)c3)c2N1 | 15.5%
-1.8% | x | 0.9% | c1ccc2c3c([nH]c2c1)CCCC3 | 8.3%
-0.1% | x | -2.1% | O/N=C(/C[n+]1ccsc1)c1ccc(I)cc1 | 4.4%
-1.8% | x | -4.5% | Cc1ccc(-c2csc3ncnc(Sc4nnnn4C4CC4)c23)cc1 | -3.8%
-1.0% | x | 65.1%[activator] | Nc1nc2ncc(CNc3ccc(C(=O)NC(CCC(=O)O)C(=O)O)cc3)nc2c(=O)[nH]1 (configuration not stated) | -8.6%
0.6% | x | 1.1% | CCc1ccc(NC(=O)c2nc(SCc3ccccc3F)ncc2Cl)cc1 | 7.0%
-1.1% | x | 0.6% | O=C(C[n+]1csc2ccccc21)c1ccccc1 | 41.1%[activator]
0.9%&-12.2% | x | -0.3%&4.6% | COc1ccc(CN2CC[C@H]3C=CC[C@@H](C(=O)Nc4ccccc4)[C@H]3C2=O)cc1OC | 2.5%&7.8%
2.9% | x | -3.9% | CC(NS(=O)(=O)c1ccccc1[N+](=O)[O-])c1ccccn1 (configuration not stated) | -4.4%
-5.3% | x | 1.2% | O=C(CC(C(=O)O)n1ccnc1)c1ccc(Cl)cc1 (configuration not stated) | 1.78µM*
1.7% | x | 6.9% | O=C(C[n+]1ccccc1Br)c1ccc2c(c1)CCCC2 | -28.7%
1.3% | x | 6.8% | N#Cc1ccc(/C=C2/C=Cc3ccccc32)cc1 | 28.5%
0.7% | x | 5.1% | O=C(CBr)c1ccc(Oc2ccc(C(=O)C[n+]3ccccc3Cl)cc2)cc1 | -15.0%

Vif-APOBEC3G blk | RGS4 inh | TrxR1 substrate | structure | rTrxR1 inhibitor
0.3% | x | 2.6% | Cc1ccc2c(C)ccnc2c1 | -10.3%
u | x | 22.2% | CN(C)c1ccc2ccc3cccc4ccc1c2c34 | 7.7%
-2.1% | x | 16.4% | O=C(C[n+]1cccc(Cl)c1)c1ccc(F)cc1 | -25.5%
-19.3% | x | u | O=C1c2ccccc2-c2cc([N+](=O)[O-])c([N+](=O)[O-])cc21 | u
-26.3% | x | -5.7%[0.0914 µM] | CCCN(CCC)c1ccc(/C=C/c2sc3ccccc3[n+]2CCCCI)cc1 | u
-20.7% | x | 4.7% | Cc1[nH]c2ccccc2c1C(=O)CNc1ccc(Br)cc1 | 12.4%
-0.2% | x | 0.9% | Cc1c(C)c(C)c(/C=C/c2ccnc3ccccc23)c(C)c1C | 10.5%
-0.2% | x | 4.0% | Oc1cc(O)c(/C=C/c2ccnc3ccccc23)c(O)c1 | -5.9%
-1.6% | x | -4.8% | CN(C)c1ccc(C(=O)Oc2cc(O/N=[N+](\[O-])N(C)C)c([N+](=O)[O-])cc2[N+](=O)[O-])cc1 | -15.4%
-4.5% | x | 5.4%[0.0914 µM] | C(=C\c1ccnc2ccccc12)/c1ccccc1 | -4.5%
-1.2% | x | -3.1% | COc1ccccc1C(C)NCC(=O)c1c(C)[nH]c2ccccc12 (configuration not stated) | 20µM*
-7.8% | x | -0.7% | CC(C)C(=O)NC(c1ccc(N(C)C)cc1)c1ccc2cccnc2c1O (configuration not stated) | -0.5%
u | x | -4.0%[0.0914 µM] | CN(C)c1ccc(/C=C/c2ccnc3c(N)cccc23)cc1 | -9.9%
-4.1% | x | -1.3% | COc1ccccc1/C=c1/[nH]c(=O)/c(=C\c2ccccc2OC)[nH]c1=O | 13.9%
-0.7% | x | -1.0% | CC1(C)S[C@@H]2C(C(=O)O)NC(=O)N2C1C(=O)O (some centres not stated) | 7.8%
3.6% | x | 8.8%[0.0914 µM] | C=C1NN(CC2CC2)C(=O)N1c1ccc(OCc2ccccc2)cc1 | 8.8%[0.0914 µM]
1.3% | x | -21.1% | O=C(C[n+]1ccccc1Cl)c1ccc(O)c(O)c1 | -20.1%
1.0% | x | -4.7% | COc1cccc(/C=c2/[nH]c(=O)/c(=C\c3cccc(OC)c3OC)[nH]c2=O)c1OC | 6.6%
3.1% | x | 6.5% | Cc1cc[n+](CCC2CCCCC2)cc1 | 20.7%

# Another view of some results above:
# Below each SMILES – Vif-APOBEC3G blk, RGS4 inh, TrxR1 substrate, rTrxR1 inhibitor
- Cc1ccc2c(C)ccnc2c1
    0.3%, x, 2.6%, -10.3%
- Cc1cc[n+](CCC2CCCCC2)cc1
    3.1%, x, 6.5%, 20.7%
- COc1cccc(/C=c2/[nH]c(=O)/c(=C\c3cccc(OC)c3OC)[nH]c2=O)c1OC
    1.0%, x, -4.7%, 6.6%
- CN(C)c1ccc(C(=O)Oc2cc(O/N=[N+](\[O-])N(C)C)c([N+](=O)[O-])cc2[N+](=O)[O-])cc1
    -1.6%, x, -4.8%, -15.4%
- O=C(C[n+]1cccc(Cl)c1)c1ccc(F)cc1
    -2.1%, x, 16.4%, -25.5%
- O=C(C[n+]1ccccc1Cl)c1ccc(O)c(O)c1
    1.3%, x, -21.1%, -20.1%
- Oc1cc(O)c(/C=C/c2ccnc3ccccc23)c(O)c1
    -0.2%, x, 4.0%, -5.9%

# From PubChem BioAssay
